High-throughput results deposited in PubChem by several laboratories.
Lmaj promast: Leishmania major promastigote growth inhibition | 200,000 tested, 9% active | inhibition, % at 10 µM | Leishmania major promastigotes, resazurin fluorescence viability; in the data active = inhibition above about 50%;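 note: promastigotes grown with compound for 44 hours at 28 °C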
RAM network inh: blocks the yeast RAM network | S. cerevisiae dse1pr::URA3 reporter, 5-FOA growth OD615, 2 d; analog-sensitive cbk1-as2 kinase mutant strain | inhibition, % at 50 µM | 190,000 tested, 1.8% active | AID 868;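 active = inhibition above a set limit, 3 SD over mean compound inhibition, cut at about 8.4% in these data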;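 note: 0% = DMSO-only wells with no growth and 100% = 10 µM 1-NA-PP1 full growth; inhibition rescues growth on 5-FOA so higher OD means more RAM inhibition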
ROMK mod: modulates human ROMK potassium channel activity. P48048. Tet-inducible ROMK, thallium flux fluorescence; actives lie on both sides. B-score at 10 µM. 130,000 tested, 2% active. AID 1918;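 active = signal ratio slope over the read window, or its plate-corrected B-score, at least 3 SD from the plate mean, either direction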;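 note: B-score of the F/F0 ratio slope over 7 to 12 s after thallium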
Target sequence (P48048 whole entry, looked up): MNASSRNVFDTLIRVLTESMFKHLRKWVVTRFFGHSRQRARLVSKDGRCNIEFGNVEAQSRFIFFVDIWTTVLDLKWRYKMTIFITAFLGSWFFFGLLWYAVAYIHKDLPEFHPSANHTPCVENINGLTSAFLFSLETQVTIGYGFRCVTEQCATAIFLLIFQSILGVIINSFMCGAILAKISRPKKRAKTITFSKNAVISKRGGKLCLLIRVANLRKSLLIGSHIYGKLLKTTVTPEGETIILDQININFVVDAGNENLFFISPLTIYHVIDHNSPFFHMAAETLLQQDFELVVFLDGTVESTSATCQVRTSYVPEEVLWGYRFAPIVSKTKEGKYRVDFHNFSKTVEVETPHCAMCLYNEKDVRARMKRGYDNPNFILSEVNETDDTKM
TR-FRET SRC-2 ct: counter-screen for PPARgamma SRC-2 recruitment agonists: TR-FRET artefact. TR-FRET ratio at 8 µM. active compounds read high. 200,000 tested, 0.4% active. AID 1049; in the data active = TR-FRET ratio above about 2000; note: inactives centre near 1500; reference of the scale not given here
HMGR II inh: blocks class II HMG-CoA reductase of Enterococcus faecalis; purified E. faecalis HMGR, NADPH absorbance 340 nm kinetic; inhibition, % at 10 µM; 190,000 tested, 0.41% active; AID 1066;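 active = inhibition above a set limit, the median over all tested compounds plus 3 SD, cut at about 9.5% in these data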;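 note: enzyme runs in reverse so mevalonate oxidation gives rising NADPH absorbance; 0% = complete reaction with DMSO and 100% = background rate lacking mevalonate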
PPARg SRC-1 ag: PPARgamma-driven SRC-1 recruitment agonism | PPARgamma-SRC-1 coactivator recruitment biochemical assay | activation, % at 8 µM | 200,000 tested, 0.41% active; in the data active = activation above about 19%;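 note: 0% = DMSO and 100% = reference agonist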
Target sequence (P37231 whole entry, looked up): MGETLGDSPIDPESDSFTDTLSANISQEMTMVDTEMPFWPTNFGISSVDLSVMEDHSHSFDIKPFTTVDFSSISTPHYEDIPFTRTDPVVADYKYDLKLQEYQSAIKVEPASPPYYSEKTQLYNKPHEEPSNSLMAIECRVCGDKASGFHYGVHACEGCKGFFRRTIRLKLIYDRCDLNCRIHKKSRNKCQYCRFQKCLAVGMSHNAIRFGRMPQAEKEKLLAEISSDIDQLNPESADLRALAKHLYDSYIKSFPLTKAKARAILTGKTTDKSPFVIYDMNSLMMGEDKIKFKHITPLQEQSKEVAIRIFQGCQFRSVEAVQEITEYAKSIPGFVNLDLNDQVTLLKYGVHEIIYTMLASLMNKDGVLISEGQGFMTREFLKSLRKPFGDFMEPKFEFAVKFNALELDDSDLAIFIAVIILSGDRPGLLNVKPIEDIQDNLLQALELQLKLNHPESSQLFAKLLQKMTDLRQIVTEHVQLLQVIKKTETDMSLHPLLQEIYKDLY
DTT redox prof: compounds producing H2O2 with reducing agent – biochemical, NIH compound library profiling, artefact control for MLSCN library redox annotation, primary screen | DTT-dependent redox cycling H2O2, phenol red/HRP absorbance; 100% = 100 µM peroxide control, 0% = buffer | activation, % at 10 µM | 200,000 tested, 0.03% active;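 active = activation of at least 50% relative to the plate's high and low controls in the primary single-dose screen; inactive = activation below 50%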;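 note: compound incubated with DTT at 0.8 mM final as the reducing agent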
bIAP inhibitor: intestinal alkaline phosphatase (bovine) inhibition; inhibition, % at 20 µM; AID 1019; 190,000 tested, under 10 active; purified bovine IAP, CDP-star luminescence, 30 min;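 active = over 50% inhibition of intestinal alkaline phosphatase at 20 µM in the single-dose screen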
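Incubation: 30 min reaction at room temperature / Material: purified bovine intestinal alkaline phosphatase (IAP) enzyme / Input: enzyme at 1/65,000,000 dilution / Dosing: 20 µM single dose / Signal: CDP-star luminescence signal / Reagent: CDP-star chemiluminescent phosphatase substrate, 30 µM final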
PPARg SRC-3 ag: promotes SRC-3 coactivator recruitment by human PPARgamma; 200,000 tested, 0.26% active; biochemical PPARgamma/SRC-3 coactivator recruitment assay; activation, % at 8 µM; AID 731; P37231; in the data active = activation above about 23%;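 note: 0% = DMSO and 100% = reference agonist; some compounds past the cut are filed as inactive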
PPARg SRC-2 ag: agonists of SRC-2 recruitment by human PPARgamma | P37231 | PPARgamma LBD-SRC-2 recruitment, biochemical | activation, % at 8 µM | 200,000 tested, 0.34% active; in the data active = activation above about 22%;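 note: 0% = vehicle and 100% = reference agonist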
S1P3 antagonist: blocks the human S1P3 receptor. Q99500. CHO S1P3 NFAT-BLA reporter, FRET fluorescence, antagonist mode. inhibition, % at 4.98 µM. 170,000 tested, 0.27% active. AID 485;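 active = inhibition above the plate cutoff, the mean inhibition of test wells on that plate plus 3 SD, cut at about 28% in these data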;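 note: cells challenged with S1P at its EC80 of 0.8 µM; blue over green emission ratio from cleaved BLA substrate after 4 h stimulation; 0% = S1P-stimulated wells and 100% = unstimulated DMSO-only wells; some compounds past the cut are filed as inactive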
* marks the source's active call; other numbers are inactive results; / = not tested or not shown.

SMILES | Lmaj promast | RAM network inh | ROMK mod | TR-FRET SRC-2 ct | HMGR II inh | PPARg SRC-1 ag | DTT redox prof | bIAP inhibitor | PPARg SRC-3 ag | PPARg SRC-2 ag | S1P3 antagonist
CC1(C)NC(=O)N(CC(O)COc2ccccc2-c2ccccc2)C1=O (centres undefined) | -4 | 0.9 | -0.27 | 1608 | -5 | 7 | -0.3 | 1 | -3 | 0 | -12
CCOC(=O)CNC(=O)CSc1nnc(COc2ccc(Cl)cc2)n1CC | -7 | 0.8 | -0.46 | 1486 | -3 | 2 | -0.2 | 14 | -1 | -2 | -39
COc1cccc(C(Nc2ccccn2)c2oc(CO)cc(=O)c2O)c1 (centres undefined) | 2 | 0.1 | -0.96 | 1568 | 0 | 8 | -0.5 | -41 | 1 | -4 | -19
CCCCN(C)CCCNC(=O)c1cccc(N2CCCC2=O)c1 | -9 | 0.2 | 0.04 | 1689 | 3 | 9 | 4.7 | -9 | 6 | 8 | -14
CCNS(=O)(=O)c1c(C)cc(N2CCCC2=O)cc1C | -6 | 1.1 | / | 1450 | 2 | 1 | -2.8 | 14 | 5 | 2 | -30
c1nc(N2CCOCC2)c2[nH]cnc2n1 | 18 | / | / | 1345 | / | -3 | 0.1 | / | -11 | -1 | -14
Cc1nnc(SCCn2c(N3CCN(Cc4ccccc4)CC3)nc3c2c(=O)[nH]c(=O)n3C)s1 | -2 | 1.7 | / | 1607 | -2 | 8 | -2.7 | 1 | 10 | 18 | -27
COc1ccc(O)c(/C=N/NC(=S)Nc2cccnc2)c1 | 94* | 0.9 | 0.29 | 1541 | 2 | 12 | -1.0 | -20 | 3 | 19 | 0
Cc1cc(Br)ccc1SCC(=O)OCC(=O)Nc1ccccc1C#N | -6 | 0.5 | / | 1571 | -5 | 2 | 0.7 | 15 | -4 | 1 | -8
CC(NC(=O)c1cccnc1)C(c1ccccc1)N1CCN(C)CC1 (centres undefined) | -2 | 1.1 | 0.067 | 1642 | -4 | 4 | -0.6 | 3 | 15 | -2 | /

Filtered by structure: the compounds so far containing a halogen
SMILES | Lmaj promast | RAM network inh | ROMK mod | TR-FRET SRC-2 ct | HMGR II inh | PPARg SRC-1 ag | DTT redox prof | bIAP inhibitor | PPARg SRC-3 ag | PPARg SRC-2 ag | S1P3 antagonist
CCOC(=O)CNC(=O)CSc1nnc(COc2ccc(Cl)cc2)n1CC | -7 | 0.8 | -0.46 | 1486 | -3 | 2 | -0.2 | 14 | -1 | -2 | -39
Cc1cc(Br)ccc1SCC(=O)OCC(=O)Nc1ccccc1C#N | -6 | 0.5 | / | 1571 | -5 | 2 | 0.7 | 15 | -4 | 1 | -8

Entries of single compounds as entered above. Screens in order: Lmaj promast	RAM network inh	ROMK mod	TR-FRET SRC-2 ct	HMGR II inh	PPARg SRC-1 ag	DTT redox prof	bIAP inhibitor	PPARg SRC-3 ag	PPARg SRC-2 ag	S1P3 antagonist
`COc1ccc(O)c(/C=N/NC(=S)Nc2cccnc2)c1` as listed: 94*	0.9	0.29	1541	2	12	-1.0	-20	3	19	0
`CCOC(=O)CNC(=O)CSc1nnc(COc2ccc(Cl)cc2)n1CC` as listed: -7	0.8	-0.46	1486	-3	2	-0.2	14	-1	-2	-39
`CC1(C)NC(=O)N(CC(O)COc2ccccc2-c2ccccc2)C1=O` (centres undefined) as listed: -4	0.9	-0.27	1608	-5	7	-0.3	1	-3	0	-12
`CCCCN(C)CCCNC(=O)c1cccc(N2CCCC2=O)c1` as listed: -9	0.2	0.04	1689	3	9	4.7	-9	6	8	-14
`CC(NC(=O)c1cccnc1)C(c1ccccc1)N1CCN(C)CC1` (centres undefined) as listed: -2	1.1	0.067	1642	-4	4	-0.6	3	15	-2	/

The list goes on.
SMILES | Lmaj promast | RAM network inh | ROMK mod | TR-FRET SRC-2 ct | HMGR II inh | PPARg SRC-1 ag | DTT redox prof | bIAP inhibitor | PPARg SRC-3 ag | PPARg SRC-2 ag | S1P3 antagonist
CC(=O)Nc1ccc(NC(=O)CSc2nnc(-c3ccc(NS(C)(=O)=O)cc3)n2C)cc1C | -4 | -0.1 | 0.67 | 1720 | -4 | -2 | -0.2 | 2 | 2 | -4 | 11
O=C(COC(=O)COc1ccc(Br)cc1)Nc1cccnc1Cl | -6 | 0.4 | 0.51 | 1514 | -2 | -4 | -0.3 | -2 | -2 | -4 | 12
Cc1cc(C(=O)N/N=C\c2ccc(COc3ccc([N+](=O)[O-])cc3)o2)ccc1[N+](=O)[O-] | -6 | 1.5 | 0.0014 | 1557 | -4 | 5 | 0.0 | 16 | 6 | 10 | /
c1ccc(CCN2CCN(c3ncnc4c3cnn4-c3ccccc3)CC2)cc1 | 42 | 1.1 | -1.4 | 1500 | 0 | 2 | 0.9 | -7 | -8 | 10 | -18
CCCCn1c(NCc2ccc3c(c2)OCO3)nc2ccccc21 | 38 | 1.0 | -2.1 | 1505 | -3 | 0 | 1.1 | 2 | -11 | -2 | /
Cc1cc(C)n2ncc(C(=O)NCc3ccccc3)c2n1 | 55* | 1.9 | -0.14 | 1705 | 3 | 1 | -0.2 | -5 | 10 | 0 | /
CC(C)[C@H](NC(N)=O)C(=O)Nc1ccc(Oc2ccccc2)cc1 | 10 | -1.8 | / | 1381 | -2 | -11 | 0.9 | -2 | -6 | -12 | -14
O=C(NCC1COc2ccccc2O1)c1ccccc1 (centres undefined) | -2 | 0.2 | / | 1498 | -2 | -1 | 0.6 | 15 | -7 | 1 | -8
O=C(NCc1ccc2c(c1)OCO2)c1ccc(COc2cc(Cl)ccc2Cl)o1 | 10 | 9.4* | -0.86 | 1388 | -3 | -10 | 0.3 | 17 | 0 | 2 | /
CCc1cc(=O)oc2cc(OCC(=O)N3CCCc4ccccc43)ccc12 | 0 | 0.3 | -0.15 | 1576 | -10 | 1 | 1.9 | 11 | 2 | 3 | -2
CC(=O)Oc1ccc2c(c1)Oc1cc(OC(C)=O)ccc1C21OC(=O)c2ccccc21 | -9 | 1.6 | / | 1592 | -4 | 13 | 0.0 | -5 | 4 | 5 | 12
CCCCCC(=O)NC(CC(=O)OC)c1ccc2c(c1)OCO2 (centres undefined) | -5 | -1.1 | -0.34 | 1733 | 3 | -1 | -2.2 | -18 | 1 | -2 | 3
COc1cc(OC)cc(-c2nc3ccccc3c(=O)n2OC(=O)c2ccccc2C)c1 | -6 | 5.5 | -0.29 | 1408 | -2 | -2 | 0.3 | / | -2 | -5 | 14
CC1=C(C(=O)Nc2ccccc2)C(c2cccnc2)n2ncnc2N1 (centres undefined) | -2 | 0.6 | -0.64 | 1633 | -1 | 4 | 0.7 | -2 | 0 | -1 | -24
CCCC1CC(C)(c2csc(Nc3ccc(OCC)cc3)n2)OC1=O (centres undefined) | 24 | 0.7 | / | 1492 | -1 | -10 | 0.5 | 7 | 1 | -4 | /
CCOc1ccccc1C(=O)N1CCN=C1SCc1cccnc1 | -1 | -0.4 | / | 1577 | -3 | 11 | 3.1 | 5 | 5 | 10 | 0
CCN1CCN(C(C(=O)NC2CCCC2)c2cc3c(cc2[N+](=O)[O-])OCO3)CC1 (centres undefined) | -3 | 0.6 | 0.94 | 1508 | -1 | -2 | -0.6 | -3 | 1 | 2 | -21
Cc1ccc2nc(C)cc(C(=O)OCC(=O)Nc3c(C)n(C)n(-c4ccccc4)c3=O)c2c1 | -6 | 1.9 | -1.2 | 1653 | -3 | 8 | -0.6 | -7 | 3 | 2 | 12
CSc1nc2ccc3nc(NC(=O)c4ccc(C)cc4)sc3c2s1 | 8 | 1.4 | / | 1418 | -9 | -2 | -1.1 | 6 | 3 | 2 | /
Cc1cc(C(=O)Cn2nnc3ccccc3c2=O)c(C)n1Cc1cccs1 | 1 | 2.2 | -0.057 | 1689 | 1 | 6 | -0.1 | 18 | 7 | 1 | 10
COc1cc(NC(=O)COC(=O)c2cc(S(=O)(=O)N3CCCCC3)ccc2Cl)c(C)cc1[N+](=O)[O-] | -1 | 3.8 | -0.31 | 1390 | -1 | -3 | -0.1 | 12 | -6 | 5 | 4
Cc1cccc(-n2ccnc2SCC(=O)Nc2nccs2)c1C | 10 | 0.2 | 0.11 | 1540 | -4 | 14 | 0.1 | -1 | 20 | -2 | 0
CN(C)c1ccc(NC(=O)c2ccc3c(c2)nnn3C)cc1 | 4 | -0.8 | -0.59 | 1610 | -7 | 3 | -0.8 | 2 | 15 | 5 | 4
CCNC(=S)NNC(=O)c1ccccc1OC(F)F | 4 | 0.9 | 1.6 | 1379 | 7 | -4 | 0.2 | -50 | -7 | 2 | /
CCOCCCNCC(=O)NCC1CCCCC1 | -6 | 0.1 | 1.1 | 1653 | 0 | 0 | 1.2 | 4 | 3 | 5 | 15
Cc1ccc(-c2cc(C(=O)Nc3nn[nH]n3)c3ccccc3n2)cc1 | -4 | 3.5 | / | 1603 | 7 | 5 | 2.1 | -19 | 7 | -4 | /
O=c1[nH][nH]c(C(F)(F)F)c1/C=N/N1CCOCC1 | -4 | 0.6 | 0.63 | 1524 | -4 | 2 | -2.0 | -2 | 0 | 2 | -1
CCNc1sc(S(C)(=O)=O)nc1S(=O)(=O)c1ccc(Cl)cc1 | 1 | 6.8 | -0.62 | 1581 | -4 | -2 | 1.3 | -9 | -1 | 3 | 6
COc1cc(/C=N/Nc2nc(Nc3ccccc3)nc(N3CCCCC3)n2)ccc1OCC(=O)O | -11 | 0.0 | 0.52 | 1368 | 0 | 1 | 0.3 | -27 | -1 | -3 | -16
CSc1nc(-c2ccc(C)cc2)nc(C(Cl)Cl)n1 | -3 | 1.3 | / | 1555 | -15 | -5 | -5.5 | 4 | 11 | 2 | /
CC(C)C(=O)Nc1sc2c(c1-c1nc3ccccc3[nH]1)CCCC2 | 61* | 3.3 | / | 1459 | 1 | -3 | 2.2 | 8 | 9 | 3 | /
Cc1ccc(NC(=O)CSc2ccc(C(N)=O)cc2[N+](=O)[O-])cc1C | 0 | 3.5 | 0.36 | 1331 | -4 | 1 | 0.3 | 5 | 2 | -6 | -9
CC(=O)N1CCc2cc(S(=O)(=O)CCC(=O)N3CCc4ccccc4C3)ccc21 | 7 | -0.1 | 0.26 | 1543 | -4 | -6 | 0.1 | 0 | 0 | 11 | /
CCCCNC(=O)CCC(=O)Nc1ccc2nc(N3CCN(C)CC3)cc(C)c2c1 | 1 | 0.9 | 0.66 | 1497 | 3 | 5 | -0.4 | -2 | 2 | -11 | -14
O=C(Nc1nnc(Cc2ccc(Cl)cc2)s1)C1CCCO1 (centres undefined) | -12 | -1.0 | -0.11 | 1510 | 1 | 0 | -0.3 | -4 | 3 | 2 | -7
c1ccc(CCSc2ncnc3nc[nH]c23)cc1 | -13 | 1.6 | -0.067 | 1610 | -1 | -6 | 0.0 | 12 | -2 | 5 | -10
N/C(=N\OC(=O)c1ccco1)c1ccccc1 | 3 | 0.8 | 1.5 | 1679 | -2 | 16 | -0.5 | 12 | -4 | 19 | /
